High-throughput results (PubChem)
COUP-TFII inh: blocks human COUP-TFII nuclear receptor. P24468. HEK293T NGFI-A luciferase reporter, luminescence. inhibition, % at 8.6 µM. 0.7% of 370,000 active. AID 686940;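 active = inhibition above a per-plate cutoff, mean inhibition of test wells between control levels plus 3 SD, cut at about 38% in these data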;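 also: cells cotransfected with COUP-TFII expression vector driving the NGFI-A reporter; 0% = median of COUP-TF2 test wells and 100% = reporter-only cells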
NCOA3 inh: inhibits human SRC3 coactivator; HEK293 GAL4-SRC3 luciferase reporter, luminescence; 0.17% of 360,000 active; AID 588352; inhibition, % at 3.6 µM;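 active = inhibition above a per-campaign cutoff, the mean of all compounds plus 3 SD, cut at about 60% in these data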;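 also: 0% = DMSO-treated cells and 100% = gossypol-treated cells at 36 µM; higher means less SRC3-driven luciferase light from the GAL4 reporter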
CF NFkB block: blocks PAF-induced NF-kB reporter in cystic fibrosis cells | AID 588850 | inhibition, % at 5 µM | 0.86% of 360,000 active | KKLEB NF-kB-GFP reporter, GFP fluorescence overnight;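 active = at least 50% inhibition at 5 µM, scaled per plate between neutral and stimulator controls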;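 also: PAF is a Pseudomonas aeruginosa culture filtrate used as stimulus; plate controls were PAF-stimulated DMSO wells for no effect and unstimulated DMSO wells for full effect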
LRH-1 inv ag: NR5A2 inverse agonism in reporter assay; HEK293T StAR-luciferase reporter, LRH-1 transfected, 24 h; O00482; 0.13% of 360,000 active; inhibition, % at 3.6 µM; AID 602396;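 active = inhibition above the mean inhibition of all tested compounds plus 3 SD, cut at about 73% in these data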;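 also: 0% = DMSO wells and 100% = reporter-only cells lacking LRH-1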
TROY signal inh: TROY signaling inhibition; Q293 LMP1-TROYcd NF-kB luciferase reporter, 4 h; inhibition, % at 10 µM; 0.98% of 360,000 active;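 active = compounds whose plate-normalised and pattern-corrected inhibition of the luciferase reporter signal at the single screening dose is 50% or more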
KKLEB tox: counter-screen for CF NF-kB inhibitors: cytotoxicity | KKLEB CF airway cells viability, ATPlite luminescence, overnight; stronger effect = lower value; cells stimulated with P. aeruginosa culture filtrate | activity change (cytotoxicity), % at 5 µM | 0.36% of 360,000 active;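 active = corrected activity change at or below -50% at 5 µM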
TRAIL sens C8: sensitizes caspase-8 expressing cells to TRAIL | AID 624354 | inhibition (viability loss, TRAIL sensitization), % at 10 µM | 1% of 360,000 active | NB7+C8 cells + TRAIL, ATPlite viability luminescence;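 active = compounds causing at least 50% loss of cell viability in the single-dose screen, relative to plate controls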
LMP1 NFkB inh: reduces LMP1-driven NF-kappaB luciferase signal. LMP1-induced NF-kappaB luciferase reporter cells, luminescence. 0.69% of 350,000 active. inhibition, % at 12.5 µM; in the data active = inhibition above about 41%;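 also: 0% = neutral control wells and 100% = reference inhibitor control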
SRC2 inh: human SRC2 (NCOA2) inhibition. Q15596. HEK293 GAL4-SRC2 luciferase reporter, luminescence. inhibition, % at 9 µM. 0.17% of 370,000 active;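 active = inhibition above the mean inhibition of all tested compounds plus 3 SD, set per campaign, cut at about 52% in these data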;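 also: 0% = DMSO treated cells and 100% = cells given Gossypol at 36 µM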
TWEAK Fn14 block: blocks TWEAK-Fn14 interaction in a reporter cell assay. TWEAK-stimulated Fn14 reporter cells, luciferase luminescence, 8 h. inhibition, % at 10 µM. 2% of 360,000 active. AID 1159606; in the data active = inhibition above about 50%
SRC1 inh: human NCOA1 inhibition. Q15788. HEK293 GAL4-SRC1 luciferase reporter, luminescence. inhibition, % at 3.6 µM. 0.12% of 360,000 active;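 active = inhibition above the campaign mean plus 3 SD, with each screening campaign given its own cutoff, cut at about 60% in these data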;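 also: 0% = DMSO treated cells and 100% = gossypol at 36 µM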
Numbers without * were called inactive; x = no result given.

SMILES	COUP-TFII inh	NCOA3 inh	CF NFkB block	LRH-1 inv ag	TROY signal inh	KKLEB tox	TRAIL sens C8	LMP1 NFkB inh	SRC2 inh	TWEAK Fn14 block	SRC1 inh
Nc1nnn(CC(=O)N/N=C/c2ccccc2)n1	-14	20	-7	-14	3	15	-1	-8	-1	-14	-35
O=C(Nc1ccc(S(=O)(=O)N2CCCC2)cc1)c1ccccc1	10	-6	9	-1	-42	6	2	2	-32	-5	-21
COc1ccccc1C(=O)NNS(=O)(=O)c1ccc(F)cc1	7	-6	-3	38	-4	10	2	-5	-9	-7	-9
O=C(c1cc(-c2ccc3c(c2)OCO3)on1)N1CCN(c2ccc(F)cc2)CC1	3	1	15	-19	-22	-26	9	-7	-16	-11	-20
CN(C)c1ncnc2c1ccn2C1OC(CO)C(O)C1O (centres undefined)	-28	-60	36	-63	-58	-63*	78*	7	-35	-15	10
COc1ccc(CONS(=O)(=O)c2ccc(NC(C)=O)cc2)cc1Cl	6	-2	-6	18	-14	3	21	1	0	-19	-10
CC1CCN(C(=O)CN(c2ccc3c(c2)OCCO3)S(=O)(=O)c2ccccc2)CC1	9	2	-12	-19	-24	2	-4	2	4	27	-2
CCCNC(=O)c1cccc(S(=O)(=O)N2CC3(C)CC2CC(C)(C)C3)c1 (centres undefined)	3	4	-1	-2	7	-3	6	-2	13	-21	-8
O=C(CCN1C(=O)c2ccccc2C1=O)Nc1cccc(F)c1	-4	10	-11	-28	-8	2	3	-4	5	13	9
COC(=O)C1=C(C)OC(N)=C(C#N)C1c1cc2cc(C)ccc2nc1Cl (centres undefined)	11	3	4	10	9	6	-11	1	0	-64	-10
[O-]/[N+](=C/c1ccc(F)cc1)c1ccccc1	-8	5	0	7	-14	-6	-4	6	-5	-8	-8
CCOCCCNC(=O)C(c1ccccc1)N(Cc1cccs1)C(=O)c1ccccc1O (centres undefined)	-3	9	-3	1	-18	-8	-7	3	-8	16	-14
Cc1ccc(N2C(=O)c3cccc4c(Oc5ccccc5[N+](=O)[O-])ccc(c34)C2=O)c(C)c1	-16	14	23	-7	19	3	20	19	-3	38	22
Cn1nnnc1SCCNC/C=C/c1ccccc1	-11	9	-15	-7	22	15	11	8	-15	7	13
CN(CC(=O)NC1CCCCCC1)S(=O)(=O)c1ccc2c(c1)n(C)c(=O)c(=O)n2C	6	2	-22	8	-15	7	-13	4	1	-8	-6
O=C(Nc1ccc(C(F)(F)F)cc1)c1ccccc1-n1cnnn1	11	15	12	25	-15	-4	5	2	1	1	0
O=C(/C=C/c1ccco1)Nc1ccc2nc3n(c(=O)c2c1)CCCC3	-17	-36	-3	-43	21	-2	1	-2	-33	-21	-28
CCCn1nc2cc(C(=O)N(CC)c3ccc(OC)cc3)ccc2c1OCC	5	8	30	2	-11	-26	8	2	-14	-14	5
O=C(COc1ccc(Nc2ccccc2)cc1)OCC(=O)N1CCCCC1	-22	5	20	1	-25	-3	-2	-12	-1	-9	-4
Cc1ccc(Cn2c(=N)c(C(=O)NCC3CCCO3)cc3c(=O)n4cccc(C)c4nc32)cc1 (centres undefined)	8	13	9	7	2	-15	-3	-4	-18	-19	5
CCOc1cc(N2CCOCC2)c(OCC)cc1NC(=O)COC(=O)c1c(CC)noc1C	11	-5	-49	13	-3	4	8	6	-34	-24	-1
O=C(CSc1nnnn1-c1ccccc1Cl)Nc1ccc2c(c1)OCCO2	24	4	5	15	54*	-11	-2	7	1	76*	5
COCCNC(=O)c1c(CSc2ccccc2)noc1C(=O)NCc1ccccc1	7	-7	-15	16	11	-3	2	3	2	0	-9
O=[N+]([O-])c1ccc(C(O)CSC(=S)N2CCCCC2)cc1 (centres undefined)	-46	-31	-37	-66	-40	6	-5	-16	-31	-21	-65
c1ccc(OCCSc2nnnn2-c2ccccc2)cc1	-18	-91	7	-114	-31	-3	5	-46	-40	17	-72

In the list so far, these have four or more nitrogen atoms.
SMILES	COUP-TFII inh	NCOA3 inh	CF NFkB block	LRH-1 inv ag	TROY signal inh	KKLEB tox	TRAIL sens C8	LMP1 NFkB inh	SRC2 inh	TWEAK Fn14 block	SRC1 inh
Nc1nnn(CC(=O)N/N=C/c2ccccc2)n1	-14	20	-7	-14	3	15	-1	-8	-1	-14	-35
CN(C)c1ncnc2c1ccn2C1OC(CO)C(O)C1O (centres undefined)	-28	-60	36	-63	-58	-63*	78*	7	-35	-15	10
Cn1nnnc1SCCNC/C=C/c1ccccc1	-11	9	-15	-7	22	15	11	8	-15	7	13
CN(CC(=O)NC1CCCCCC1)S(=O)(=O)c1ccc2c(c1)n(C)c(=O)c(=O)n2C	6	2	-22	8	-15	7	-13	4	1	-8	-6
O=C(Nc1ccc(C(F)(F)F)cc1)c1ccccc1-n1cnnn1	11	15	12	25	-15	-4	5	2	1	1	0
Cc1ccc(Cn2c(=N)c(C(=O)NCC3CCCO3)cc3c(=O)n4cccc(C)c4nc32)cc1 (centres undefined)	8	13	9	7	2	-15	-3	-4	-18	-19	5
O=C(CSc1nnnn1-c1ccccc1Cl)Nc1ccc2c(c1)OCCO2	24	4	5	15	54*	-11	-2	7	1	76*	5
c1ccc(OCCSc2nnnn2-c2ccccc2)cc1	-18	-91	7	-114	-31	-3	5	-46	-40	17	-72

More entries:
SMILES	COUP-TFII inh	NCOA3 inh	CF NFkB block	LRH-1 inv ag	TROY signal inh	KKLEB tox	TRAIL sens C8	LMP1 NFkB inh	SRC2 inh	TWEAK Fn14 block	SRC1 inh
CCOc1cc(/C=N/n2c(C)nc3sc(C)c(C)c3c2=O)ccc1O	-10	10	-10	13	20	7	4	0	-6	8	8
Nc1ccccc1SCC(=O)Nc1nccs1	1	-13	16	2	-3	2	-10	-5	-34	-1	-3
O=C(c1cc(COc2ccc(F)c(F)c2)on1)N1CCOCC1	-22	-44	4	-46	-24	1	-8	-9	-44	-9	-22
CCOc1ccc(N(CC(=O)NC2CCCC2)C(=O)CCC(=O)Nc2ccccn2)cc1	19	-10	9	14	-13	6	-6	-3	-9	3	-17
Cc1ccc(-c2noc(CCC(=O)NCCCN3CCN(c4ccc(F)cc4)CC3)n2)cc1	15	17	-12	-4	14	2	9	3	0	22	-5
COc1ccc(NC(=O)[C@H](NC(=O)[C@@H]2Cc3ccccc3CN2)c2ccccc2)cc1	7	5	21	0	-20	2	11	-6	-11	5	-28
O=S(=O)(Nc1ccc(Cl)cc1)c1cccc2nsnc12	-11	-21	-16	-15	-17	11	18	-2	18	-7	9
COc1cccc(N(CC(=O)NCCSc2ccccn2)S(=O)(=O)c2ccccc2)c1	-21	-53	2	1	-13	-3	7	-12	-5	-9	16
O=C(c1ccco1)N1CCC2CC1c1c(Cl)cccc12 (centres undefined)	16	2	1	-2	2	-4	-20	0	7	-7	3
O=c1c2ccccc2nnn1CSc1nnc(-c2ccc3c(c2)OCO3)o1	12	-35	-2	-49	-4	5	-3	-23	-19	18	-46
Cc1cc(C)n(C(C)CNS(=O)(=O)c2ccc(Cl)cc2)n1 (centres undefined)	-9	2	10	14	11	-5	-12	1	6	-8	-13
CCOc1cc(C(=O)NCCOC)ccc1OC	-14	0	9	-11	1	0	-9	-8	-19	7	-13
COc1ccc(NC(=O)/C(=C\c2cc(OC)c(OC)cc2[N+](=O)[O-])NC(=O)c2ccccc2)cc1	6	5	-11	1	-1	5	-6	12	-15	8	2
O=C1C(Cl)=C(N2CCOCC2)C(=O)N1c1ccccc1Cl	x	-22	2	36	-56	-3	-6	8	x	6	-16
O=C(CN1CCCN(S(=O)(=O)c2ccc(F)cc2)CC1)Nc1cccc(F)c1	-18	9	-6	2	-13	7	-4	-3	15	1	4
Cc1ccn2cc(CCNS(=O)(=O)c3ccc4c(c3)CCCC4)nc2c1	-1	2	-12	13	-38	9	-21	-5	20	-2	-3
COc1ccc(NC(=S)NC(C)c2ccncc2)cc1OC (centres undefined)	2	7	4	3	1	-19	0	-3	-8	-11	-44
O=C(Cc1n[nH]c(=O)c2ccccc12)OCC(=O)c1ccccc1	4	10	-31	23	16	9	-9	-3	2	-5	-17
Nc1nc(-c2ccccc2)c(-c2ccc([N+](=O)[O-])cc2)s1	-6	-2	19	14	27	-20	32	19	15	33	-58
O=[N+]([O-])c1cccc(-c2nnc3c4ccccc4c4ccccc4n23)c1	22	-7	-109	-10	-24	-7	18	-6	-21	-25	6
CCOC(=O)c1ccc2c(c1)NC(=O)C(N1CCN(c3ccc(OC)cc3)CC1)S2 (centres undefined)	4	4	6	15	23	-8	17	-10	7	-11	-14
CCCOC(=O)/C(=C\c1ccc([N+](=O)[O-])o1)NC(=O)c1ccccc1	1	11	-14	25	-6	-4	3	-5	-16	-2	-2
COc1ccc(Cl)cc1NC(=O)CN(C)C(=O)Cn1cnnn1	4	0	9	-28	3	-9	21	0	9	8	-7
CC(=O)Nc1nnc(-c2ccccn2)o1	-11	16	-3	-2	6	-7	5	-1	-28	-1	-17
CCOc1ccc(NC(=O)NNC(=O)c2cc3ccccc3cc2O)cc1	-11	-7	12	5	52*	-6	-1	4	-16	55*	-1
O=C(COC(=O)c1ccc2c(=O)n3c(nc2c1)CCC3)Nc1ccccc1F	0	5	-3	-9	-4	1	-5	2	6	-7	-19
CC12CN(C(=O)c3ccc(Cl)cc3)C3(C#N)CC1CCC23C (centres undefined)	4	14	1	-3	-2	-1	-6	0	-4	5	6
O=C1/C(=C/c2ccsc2)N2CCC1CC2	-15	21	-14	0	-6	7	-10	4	8	-15	-28
Cn1c(=O)[nH]c(=O)c2c1nc(N1CCN(CCO)CC1)n2CCSc1nc2ccccc2s1	2	0	11	6	12	11	2	31	-24	-23	-8

By substructure: the compounds so far containing a furan ring, fused or not (3)
SMILES	COUP-TFII inh	NCOA3 inh	CF NFkB block	LRH-1 inv ag	TROY signal inh	KKLEB tox	TRAIL sens C8	LMP1 NFkB inh	SRC2 inh	TWEAK Fn14 block	SRC1 inh
O=C(/C=C/c1ccco1)Nc1ccc2nc3n(c(=O)c2c1)CCCC3	-17	-36	-3	-43	21	-2	1	-2	-33	-21	-28
O=C(c1ccco1)N1CCC2CC1c1c(Cl)cccc12 (centres undefined)	16	2	1	-2	2	-4	-20	0	7	-7	3
CCCOC(=O)/C(=C\c1ccc([N+](=O)[O-])o1)NC(=O)c1ccccc1	1	11	-14	25	-6	-4	3	-5	-16	-2	-2

Compounds as they come. Share with any hit: about 4.2%.
